Akt phos inh: HTS Assay for Inhibitors of Akt Phophorylation: Primary Screen. Neuro2A IGF-stimulated pAkt S473 HTRF, 20 min; stronger effect = lower value. 0.32% of 360,000 active. activity change, % for hits at 50 µM; in the data active means activity change below about -80%; inconclusive means mostly about -51% to -80%; further: on the % scale 0 is the no-effect control and ±100 the full control effect
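Neuro2A cells in DMEM with 0.5% FBS, overnight at 37 deg C, given compound at single 50 µM final, then IGF (6 nM final) for 20 min at 37 deg C. Lysed; phospho-Akt Ser473 by HTRF after 24 h, 665/615 ratio.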
CCT modulator: High-Throughput Screening for Modulators of Cytosolic Chaperonin Activity. 0.3% of 360,000 active. purified chaperonin ATPase assay, HTRF ADP detection, 30 min. AID 651819, 2012. activity change, % (test concentration not listed), hits read low; in the data active means activity change below about -30%; further: on the % scale 0 is the no-effect control and ±100 the full control effect
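First, chaperonin was dispensed at 40 nM or 20 nM final depending on batch activity. Next, compounds were pinned at 76 uM and ATP added at 10 uM. After 30 min at 37 °C, ADP detection reagents ran 30 min at ambient temperature.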
A549 viability: Nrf2 qHTS screen for inhibitors: counterscreen for cytotoxicity; A549 ARE-Fluc cells, CellTiter-Fluor viability, 18-24 h; Potency, µM (doses to about 46 µM), for inactives: at the top dose activity change, negative = cytotoxicity, usual class: inhibitors; 0.16% of 390,000 active; further: potency means the concentration at half of the fitted maximal effect; on the % scale 0 is the no-effect control and ±100 the full control effect
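Cytotoxicity counterscreen: CellTiter-Fluor fluorescence was measured in A549 ARE_Fluc cells after 18-24 h of compound exposure in a concentration series. The subsequent BugLite luminescent read reports ARE-luciferase activity.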
Nrf2 activator: qHTS of Nrf2 Activators. AREc32 ARE-luciferase reporter (MCF7-derived line), luminescence, 24 h. Potency, µM (top dose mostly 46.1 µM), for the others: at the top dose activation, most hits filed as activators. 0.31% of 410,000 active; further: potency means the concentration at half of the fitted maximal effect; % of control where 0% means no effect; nearly all actives have a fitted effect of over 65% in size
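For detection, Steady-Glo was added and plates sat 30 min at RT; before that, AREc32_Fluc cells grown overnight in OPTI-MEM/5% FBS had been treated with 23 nL compound for 24 hr at 37 deg C.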
TGFb SMAD3 inh: qHTS for Inhibitors of TGF-b; HepG2 CAGA-GFP TGF-b/SMAD3 reporter, GFP fluorescence, 18 h; TGF-beta stimulated, 500 pg/mL final; Potency, µM (series often up to 46.1 µM), for the others: at the highest dose activity, negative = inhibition, actives largely listed as inhibitors; 1.2% of 410,000 active; AID 588855, 2011; further: potency means the concentration at half of the fitted maximal effect; on the % scale 0 is the no-effect control and ±100 the full control effect; nearly all actives have a fitted effect of over 65% in size
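Per well, imaged GFP fluorescence of HEPG2 CAGA-GFP cells gives the signal; cells get compound, then TGF-beta (500 pg/mL final), 18 h at 37 degrees C; %Activity versus -TGF-beta and +DMSO controls.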
HepG2 viability: qHTS for Inhibitors of TGF-b: Cytotox Counterscreen. 0.76% of 410,000 active. HepG2 CAGA-GFP viability, ATP luminescence, 18 h. AID 588856, 2011. Potency, µM (top dose mostly 46.1 µM), for the others: at the highest dose activity change, negative = cytotoxicity, hits mostly cytotoxic; further: potency means the concentration at half of the fitted maximal effect; some results filed as inactive show a strong effect at the top dose
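HepG2 CAGA-GFP cells (1000/well, DMEM with 1% FBS) received compound, then TGF-beta at 500 pg/mL final, and were incubated 18 hours at 37 degrees C. Viability was read by CellTiter-Glo luminescence. Media-only wells were set as complete cell-killing and DMSO as no toxicity.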
S2 tox: Viability Counterscreen for Primary qHTS for Inhibitors of ATXN expression; Potency, µM (series often up to 56.7 µM), usual class: cytotoxic; 0.49% of 400,000 active; S2 cells (HEK-293 line with an ATXN2-luciferase reporter) viability, CellTiter-Fluor protease fluorescence, 24 h; further: potency means the concentration at half of the fitted maximal effect; nearly all actives have a fitted effect of over 40% in size
MmCpn inh: Inhibitors of TCP-1 ring complex (TRiC) of Methanococcus maripaludis (MmCpn): qHTS | Chaperonin Mm-Cpn (Methanococcus maripaludis) | purified Mm-Cpn ATPase, ADP Transcreener TR-FRET | Potency, µM (top dose mostly 76.9 µM), without a hit: top-dose activity, negative = inhibition, usual class: inhibitors | 0.031% of 330,000 active; further: potency means the concentration at half of the fitted maximal effect; on the % scale 0 is the no-effect control and ±100 the full control effect; nearly all actives have a fitted effect of over 80% in size
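Purified archaeal chaperonin (25 nM final) was preincubated with compound for 10 min at 37°C, then ATP (10 uM final) was added for 30 min at 37°C in Tris pH 7.4/KCl/MgCl2/DTT buffer. ADP was quantified by HTRF Transcreener TR-FRET.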
Nrf2 block: Nrf2 qHTS screen for inhibitors; A549 ARE-Fluc reporter, luciferase luminescence, 18-24 h; Potency, µM (highest dose often 46 µM), inactives show at the highest dose activity change, negative = inhibition, most hits filed as inhibitors; 2.1% of 360,000 active; AID 504444, 2011; further: potency means the concentration at half of the fitted maximal effect; on the % scale 0 is the no-effect control and ±100 the full control effect; nearly all actives have a fitted effect of over 60% in size
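A549 ARE_Fluc cells, 5000/well, 5% FBS OPTI-MEM; compounds in dose-response, 18-24 h at 37 °C/5% CO2; CellTiter-Fluor viability read (Ex 405/Em 525), then BugLite luciferase luminescence = Nrf2 activity.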
Active calls of the source: *; i = inactive; ? = inconclusive; / = no result given; & = joins results of further samples; [ ] = another dose, or the depositor's remark. Unless noted, the call rests on the fitted dose curve; in most records, active means well fitted curve in the direction sought with a large enough effect; inconclusive means small, poorly fitted or top-dose-only effect, or another doubt; inactive means no such curve, though single readings can be large; an effect the other way counts as inactive or inconclusive.

Compound | S2 tox | TGFb SMAD3 inh | Akt phos inh | MmCpn inh | HepG2 viability | Nrf2 activator | Nrf2 block | A549 viability | CCT modulator
CCOC(=O)c1c(C)[nH]c(C(=O)N2CCc3cc(OC)c(OC)cc3C2)c1C | i | ? | i | 2% | -1% | 3.7% | 23µM* | ? | -1.2
COC(=O)C1=C(C)N(C)C(=O)NC1c1ccccc1 (stereo unspecified) | i | -1% | i | 1% | -4% | 0.1% | 8% | -4% | -3.4
O=C(Cc1ccccc1)Nc1ncnc2c1C(c1ccccc1)c1c(ccc3ccccc13)O2 (stereo unspecified) | i | ? | / | -5% | -26% | 5.1% | 5.2µM* | ? | /
CCN(CCn1cccn1)Cc1cn[nH]c1-c1ccc(OC)cc1F | i | -7% | i | 1% | -5% | -0.7% | 0% | -2% | 1.4
CCn1c(CNC(=O)COc2c(C)cccc2C)nnc1SCC(=O)Nc1nccs1 | i | -2% | i | 1% | -6% | -0.6% | -1% | 2% | 0.2
Cc1ccc(S(=O)(=O)NC(=O)NCc2ccc(F)cc2)cc1 | i | 7% | i | 0% | -7% | -0.4% | 4% | 0% | -6.5
COc1cccc2c1OC1(C)CC2NC(=O)N1c1cccc(C(=O)Nc2ccc3c(c2)OCCO3)c1 (stereo unspecified) | ? | ? | i | 1% | -4% | 2.2% | 32% | -15% | -0.3
COc1cccc(-c2sc3ccc(OC)cc3c2-c2ccc(OC)cc2F)c1 | i | -9% | i | -17% | -17% | 12% | ? | 13% | -4.5
CCOC(=O)c1oc2cc(OCC(=O)OC)ccc2c(=O)c1-c1ccc(OC)c(OC)c1 | i | 12% | i | 1% | 2% | -0.6% | 0% | -4% | -3.2
CC(C)COP(=O)(OCC(C)C)C(O)c1ccc(F)cc1 (stereo unspecified) | i | 0% | i | -2% | -3% | 0.0% | 1% | -3% | -0.5
CCOc1ccc(NS(=O)(=O)c2ccc(C(=O)N(CC)CC(=O)NCc3cccs3)cc2)cc1 | i | 8% | i | -3% | 5% | -0.2% | ? | 0% | -1.1
CCCCNc1ncnc2c1cnn2-c1ccccc1 | ? | -33% | i | 0% | -2% | 0.1% | 8% | ? | -2.3
COc1cc(C(=O)NCC(=O)NC(C)CCc2ccccc2)cc(OC)c1OC (stereo unspecified) | i | 0% | i | -1% | -32% | 0.2% | -5% | 1% | -1.7
S=c1[nH]nc(-c2ccc(Cl)cc2)n1/N=C/c1ccco1 | i | 8% | i | 1% | 3% | 9.7% | -15% | 0% | -1.9
COCCOC1CCN(C(=O)C2CCC(=O)N(CCc3ccccc3)C2)CC1 (stereo unspecified) | i | -20% | i | -2% | -6% | -0.3% | 4% | -3% | -2.3
O=C(Nc1csc([N+](=O)[O-])c1)Nc1ccccc1Cl | ? | 13µM* | i | 0% | -57% | ? | ? | -14% | -4.7
N#Cc1ccccc1S(=O)c1ccccc1C(=O)Nc1ccccc1 (stereo unspecified) | i | -8% | i | 0% | 2% | 0.0% | -1% | 7% | -3.1
CCOc1ccc(C2C(C(N)=O)=C(C)Nc3nc(SCc4ccccc4)nn32)cc1 (stereo unspecified) | i | 0% | / | / | -22% | -0.4% | 0%[9.27 µM] | 9% | /
COc1ccc(OCCOC(=O)c2[nH]c(C)c(C(C)=O)c2C)cc1 | i | -12% | i | 0% | -19% | 3.7% | ? | -23% | -1.1
Cc1ccc(C(=O)/C=C/c2ccccc2[N+](=O)[O-])cc1 | ? | ? | i | ? | -33% | 0.7% | ? | 3% | 1.2
O=C(Nc1ccc(-c2nc3ccccc3[nH]2)cc1)c1ccc2c(c1)OCO2 | ? | 7.9µM* | i | -5% | 8.9µM* | 16% | ? | -19% | 0.9
CC(CCc1ccccc1)NC(=O)c1ccc(NC(=O)c2ccccc2)cc1 (stereo unspecified) | i | -13% | i | 1% | -13% | 0.5% | -17% | 1% | -0.2
COc1ccc(NC(=O)CSC2=Nc3ccccc3C3=NC(CC(=O)NCc4ccc5c(c4)OCO5)C(=O)N23)cc1 (stereo unspecified) | i | -16% | / | / | -23% | 5.8% | / | 0% | /
O=C(Nc1ccc(CN2CCOCC2)cc1)c1ccc(-c2cccc([N+](=O)[O-])c2)o1 | ? | -41% | i | -4% | -41% | -0.5% | 1% | 2% | 0.0
CC(=O)NC(CCS(C)(=O)=O)C(=O)Nc1cc(C)on1 (stereo unspecified) | i | -1% | i | 1% | 1% | 0.3% | -2% | 8% | -0.2
CCOc1ccc(C(=O)Nc2c3c(nn2-c2cccc(C)c2C)CS(=O)C3)cc1 (stereo unspecified) | i | 9% | i | 0% | -3% | 0.3% | -17% | -1% | -0.2
CC1(C(=O)NS(=O)(=O)c2cccc(Cl)c2)CCN1C(=O)C/C=C/c1ccccc1 (stereo unspecified) | i | -1% | i | / | 7% | -0.5% | / | / | 0.4
COc1ccc(OCc2cc(-c3ccc(Cl)cc3)no2)cc1 | i | -5% | i | -4% | -10% | 2.4% | ? | 3% | -0.1
CC(C)n1c(N2CCN(C(=O)c3cccs3)CC2)nc2ccccc21 | i | 16% | i | 0% | -6% | 0.1% | ? | 0% | -1.6
O=C(CNc1n[nH]c(=O)[nH]c1=O)N/N=C/C1CC=CCC1 (stereo unspecified) | i | 7% | i | 3% | 1% | 2.9% | 9% | 1% | -2.3
Cc1cc(C)c(C)c(OCCCN(C)C)c1 | i | 1% | i | 2% | -20% | -1.7% | 0% | -3% | -0.5
O=C(COC(=O)c1cc(S(=O)(=O)N2CCCC2)ccc1O)NCc1ccccc1 | i | 14% | i | -8% | -6% | -0.6% | -13% | -1% | -0.1
CCN(CC)CCCNC(=O)CSc1c2c(nc3cc(Cl)ccc13)CCCC2 | / | 11µM* | i | ? | 22µM* | 8.9%&-1.7% | -6%&15% | ? | 0.4
COc1ccc(C(=O)NC(C)c2csc(C)n2)cc1OC1CCN(C(C)=O)CC1 (stereo unspecified) | i | -8% | i | 0% | 3% | -0.2% | -15% | -2% | 1.2
CC(C)N1C(=O)C(Cc2nc3ccccc3c(=O)n2-c2ccccc2)c2ccccc21 (stereo unspecified) | i | -3% | / | 2% | -27% | 2.6% | 2% | -12% | 0.1
Cc1cc(NC(=O)CCCN2C(=O)c3cccc4cccc(c34)C2=O)no1 | i | 14% | i | 0% | 0% | 0.0% | -15% | -2% | 2.0
COC(=O)CC1C(=O)NCCN1C(=S)Nc1cccc(C(F)(F)F)c1 (stereo unspecified) | i | -27% | i | 5% | -4% | -0.6% | ? | 8% | -1.3
O=C(N/N=C/CCc1ccccc1)C1CCCCC1 | i | 8% | i | 2% | 6% | -0.6% | 12% | -2% | -4.2
FC(F)(F)c1ccc(N2CCN(c3ncnc4c3nnn4Cc3ccccc3)CC2)nc1 | i | 2% | -86%* | 1% | 1% | -0.4% | ? | -12%[1.84 µM] | -0.5
CN(Cc1cn(Cc2ccccc2)nn1)C1CN(Cc2cn(Cc3ccccc3)nn2)S(=O)(=O)C1 (stereo unspecified) | i | / | i | / | / | 0.1% | / | / | 0.3
O=C1c2ccccc2S(=O)(=O)N1CCOc1ccccc1 | i | ? | i | -2% | -2% | 0.5% | 23% | 4% | 0.8
CCOc1ccccc1NC(=O)CN1CCC(NC(=O)c2ccccc2)CC1 | i | 2% | / | 3% | -13% | 0.3% | -4% | 5% | 2.0
Cc1cc(C(=O)CSc2ccc3c(c2)OCCO3)c(C)n1C1CC1 | i | 66%[activator] | i | 1% | 18% | 4.5% | ? | 7% | 1.8
O=C(O)c1ccccc1SCc1cn2cc(Br)ccc2n1 | i | -2% | i | -6% | 0% | 0.1% | ? | 5% | 2.8
CC1CCN(S(=O)(=O)c2cccc(C(=O)NCc3cccs3)c2)CC1 | i | 5% | i | 0% | 14% | -0.1% | ? | -20% | -6.8
CCOc1ccc(/C=N/NC(=O)c2ccccc2Cl)cc1CN1CC2CC(C1)c1cccc(=O)n1C2 (stereo unspecified) | i | -4% | i | 0% | -16% | 5.3% | -22% | -5% | 0.6
CCN(CC)c1ncnc2c1ncn2[C@H]1CN(Cc2ccc3c(c2)OCO3)C[C@@H](CO)O1 | i | 29% | i | / | -5% | 2.8% | / | / | -1.5
Cc1cc(C)cc(Oc2coc3cc(OCC(=O)NC4CCCCC4)ccc3c2=O)c1 | i | 8% | / | / | 9% | -1.1% | 14% | 9% | /
Cc1cc(C)cc(NC(=O)N2CCC(NC(=O)c3ccc(F)cc3)CC2)c1 | i | -2% | -97%* | 2% | 0% | -0.1% | 5% | -13% | -0.1
CC(=O)Nc1ccc(NC(=O)C2CCCN(C(=O)c3ccc(Cl)cc3)C2)cc1 (stereo unspecified) | i | 37% | i | 0% | 2% | -0.9% | -5% | 1% | -8.3
CC(C)C[C@H]1CN(CCCC[C@@H]2CNC(=O)C(=O)N2CCc2ccccc2)C(=O)C(=O)N1CCc1ccccc1 | i | / | i | / | / | 0.0% | / | / | 0.6
COC(=O)c1ccc(CSc2c(C(C)C)cnc3c2c(=O)n(C)c(=O)n3C)cc1 | / | -7% | / | / | 9% | 4.9% | / | -6% | /
CC(C)NC(=S)N/N=C/c1cccnc1 | ? | 13% | i | 1% | -12% | -0.4% | -1% | -10% | -0.5

In the list so far, these contain a furan ring, fused or not:
Compound | S2 tox | TGFb SMAD3 inh | Akt phos inh | MmCpn inh | HepG2 viability | Nrf2 activator | Nrf2 block | A549 viability | CCT modulator
S=c1[nH]nc(-c2ccc(Cl)cc2)n1/N=C/c1ccco1 | i | 8% | i | 1% | 3% | 9.7% | -15% | 0% | -1.9
O=C(Nc1ccc(CN2CCOCC2)cc1)c1ccc(-c2cccc([N+](=O)[O-])c2)o1 | ? | -41% | i | -4% | -41% | -0.5% | 1% | 2% | 0.0

Outcome played no part in choosing rows. Share with any hit: about 4.4%.
